Source: PubChem
SENP6 block = SENP6 protease inhibition; inhibition, % at 10 µM; Recombinant SENP6 catalytic domain, aminoluciferin luminescence; Q9GZR1; 330,000 compounds, 1.8% hits;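 active means inhibition above about 50% at the single tested dose, limit read from the data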;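 further: plate controls were DMSO wells with enzyme for no effect and DMSO wells lacking enzyme for full effect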
Target sequence (Q9GZR1 628-1112 limits assumed): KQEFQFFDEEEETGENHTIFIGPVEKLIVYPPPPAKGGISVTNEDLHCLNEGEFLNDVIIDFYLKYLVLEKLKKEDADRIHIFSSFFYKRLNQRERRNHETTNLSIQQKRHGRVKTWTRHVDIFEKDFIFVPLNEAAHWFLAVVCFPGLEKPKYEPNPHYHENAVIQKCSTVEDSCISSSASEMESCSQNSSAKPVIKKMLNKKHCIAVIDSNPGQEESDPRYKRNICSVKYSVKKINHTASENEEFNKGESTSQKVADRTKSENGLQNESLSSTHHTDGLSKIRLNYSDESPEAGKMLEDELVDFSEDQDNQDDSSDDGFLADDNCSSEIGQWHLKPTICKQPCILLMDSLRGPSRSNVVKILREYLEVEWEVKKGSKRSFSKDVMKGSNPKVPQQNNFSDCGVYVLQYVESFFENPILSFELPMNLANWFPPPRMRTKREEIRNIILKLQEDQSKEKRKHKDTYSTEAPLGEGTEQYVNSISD
PfGluPho inh = PfG6PD (Plasmodium falciparum) enzyme inhibition; PfGluPho enzyme, NADPH resazurin-diaphorase fluorescence; 350,000 compounds, 0.78% hits; AID 504690; inhibition, % at 20 µM;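 active means inhibition reaching at least a set limit at 20 µM in the primary screen, cut at about 59% in these data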;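 further: 0% = DMSO wells with substrate and 100% = DMSO wells lacking glucose-6-phosphate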
HKDC1 inh = blocks human hexokinase HKDC1 activity; Q2TB90; recombinant HKDC1, G6PDH/diaphorase resazurin coupled fluorescence; 340,000 compounds, 0.16% hits; AID 493160; inhibition, % at 20 µM;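 active means inhibition above about 35% when tested at 20 µM, limit read from the data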;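 further: plate controls were DMSO wells with enzyme for no effect and DMSO wells lacking enzyme for full effect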
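Material – in-house recombinant HK5 (HKDC1) enzyme · Quantity – HKDC1 at 5 µg/mL · Buffer or medium – pH 8.0 Tris buffer with 10 mM MgCl2 · Reagent – glucose with 1 mM ATP · Dosing – single 20 µM dose · Times – reaction time 90 min, room temperature, protected from light · Technique – resorufin fluorescence at 613 nm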
SENP7 block = blocks the human protease SENP7. Q9BQF6. recombinant SENP7, Z-RLRGG-aminoluciferin luminescence, 40 min. inhibition, % at 5 µM. 330,000 compounds, 1.5% hits. AID 434973;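 active means inhibition above about 50% at the single test dose, limit read from the data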;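 further: plate controls were DMSO with enzyme for no effect and no enzyme buffer wells for full effect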
SENP8 block-1 = SENP8 (human) protease inhibition; 360,000 compounds, 0.64% hits; Q96LD8; recombinant SENP8, Nedd8 substrate fluorescence; inhibition, % at 20 µM; AID 602440; in the data active means inhibition mostly above about 40%, no sharp cut-off; inactive means mostly below about 27%
Target sequence (Q96LD8 whole entry, looked up): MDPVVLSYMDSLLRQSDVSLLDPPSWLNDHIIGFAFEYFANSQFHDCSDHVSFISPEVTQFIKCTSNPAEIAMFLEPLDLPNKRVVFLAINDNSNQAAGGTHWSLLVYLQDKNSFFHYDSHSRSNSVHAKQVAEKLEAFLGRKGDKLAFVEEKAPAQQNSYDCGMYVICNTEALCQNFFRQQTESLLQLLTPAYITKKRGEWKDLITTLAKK
SENP8 block-2 = blocks the human protease SENP8; 330,000 compounds, 1.2% hits; AID 2540; Q96LD8; inhibition, % at 10 µM; purified SENP8, Z-RLRGG-aminoluciferin cleavage, luminescence; in the data active means inhibition above about 50%
SENP1 inh = blocks the human SENP1 SUMO protease catalytic domain | Q9P0U3 | recombinant SENP1 catalytic domain, CyPet-SUMO1-YPet FRET cleavage | inhibition, % at 10 µM | 360,000 compounds, 0.21% hits;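 active means inhibition at least 30% at 10 µM, raw YFP signal under a set limit, fluorescence ratio 0.5 to 1.5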;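 further: 0% = enzyme with DMSO and 100% = no enzyme wells; some results filed as inactive read as strong as hits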
Target sequence (Q9P0U3 419-644 limits assumed): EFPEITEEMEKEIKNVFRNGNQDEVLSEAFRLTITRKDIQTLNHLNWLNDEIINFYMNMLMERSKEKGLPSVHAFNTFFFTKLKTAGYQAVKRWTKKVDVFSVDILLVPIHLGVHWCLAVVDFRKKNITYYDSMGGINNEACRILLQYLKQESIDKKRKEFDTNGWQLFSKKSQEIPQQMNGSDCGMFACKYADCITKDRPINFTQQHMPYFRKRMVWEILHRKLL
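material = recombinant human SENP1 catalytic domain, His6-tagged | quantity = 20 pM enzyme | reagent = 25 nM SUMO1 FRET substrate | compound dosing = 10 µM single point, 0.5% DMSO | timing = 50 min enzyme reaction, room temperature, light-protected | detection = FRET, CFP and YFP emission | control set = no-enzyme low, enzyme-DMSO high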
Apaf-1 inh = blocks human Apaf-1 apoptosome activity; inhibition, % at 20 µM; 330,000 compounds, 0.71% hits; O14727; AID 489030; reconstituted apoptosome caspase-3 activity, DEVD-Rh110 fluorescence; active means inhibition of at least 40% at 20 µM;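 further: plate controls were DMSO wells for no effect and DEVD-CHO caspase inhibitor wells for full effect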
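Material: cell-free apoptosome with Apaf-1, procaspase-3 and caspase-9; Buffer or medium: Hepes pH 7.5 with detergent and BSA; Reagent: cytochrome c trigger plus (Z-DEVD)2-Rh110 caspase-3 substrate; Times: compound with Apaf-1, dATP, procaspase-3 30 min, then 50 min reaction, room temperature; Technique: Rh110 fluorescence intensity.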
* hit, by the source's call; i = inactive; nt = no result given.

Each structure is followed by: HKDC1 inh	SENP8 block-1	SENP8 block-2	PfGluPho inh	Apaf-1 inh	SENP1 inh	SENP7 block	SENP6 block
COc1ccc(-c2nc3c(c4nnc(SC(C)C(=O)Nc5ccccc5)n24)COC(C)(C)C3)cc1 (stereo unspecified)
  -7	16	-2	-15	-34	1	6	-7
COC(=O)c1[nH]c2cc(OC)ccc2c1N=CN(C)C
  -4	-57	2	0	-25	0	-36	-11
COc1ccc(C(=O)Nc2ccccc2N2CCCC2)cc1
  -1	24	-7	-6	8	5	-9	-12
Cc1nc2nc(C)c(NS(=O)(=O)c3ccc(C4CCCCC4)cc3)c(=O)n2[nH]1
  8	-2	-4	-36	1	1	-6	-32
Cc1ccc2cn[nH]c2c1NC(N)=S
  -1	0	-3	-8	-10	-1	-10	-2
COc1ccccc1NC(=O)COC(=O)C1=NN(c2ccccc2)C(=O)CC1
  -1	-4	-4	-6	1	3	2	7
CCN1C(=O)c2ccccc2Sc2ccc(C(=O)O)cc21
  -5	14	1	-3	2	3	2	2
Cc1cc(NC(=O)c2ccc(NC(=O)C3CCCO3)cc2)ccc1Br (stereo unspecified)
  -6	8	7	14	10	3	4	14
CCOc1ccc(C(=O)NCC(=O)OCC(=O)c2ccc3c(c2)-c2ccccc2C3)cc1
  -8	-29	-11	-11	0	1	-11	-6
O=C(COC(=O)c1ccc(Cl)nc1)NCCc1ccc(F)cc1
  -6	10	9	-15	-9	-3	-6	-22
COc1ccc(N(CC(=O)Nc2cccc(C)c2)S(=O)(=O)c2c(C)n[nH]c2C)cc1
  -1	18	-5	-6	11	0	-9	-3
CC(=O)Nc1ccc(NC(=O)C2c3ccccc3Oc3ccccc32)cc1
  1	16	-4	-9	-11	1	-6	-2
COc1cc2c(cc1OC)C(C)N(C(=O)c1cc3c(s1)-c1c(C)cccc1OC3)CC2 (stereo unspecified)
  -1	-452	-12	39	23	2	-4	-1
O=C(CCn1nc(-c2ccc(Cl)cc2)ccc1=O)NCCCN1CCCCCC1
  -6	10	-2	-8	9	-7	1	3
O=C(COC(=O)c1ccc(Cl)c([N+](=O)[O-])c1)Nc1ccccc1OC(F)F
  -1	15	-1	39	6	3	-1	-6
Cc1ccc(NC2=CC(=O)CC(c3ccccc3)C2)cc1 (stereo unspecified)
  -10	-27	5	-18	-9	-85	6	5
CNc1cc(C)c(C#N)c2nc3ccccc3n12
  0	-302	-5	-5	-58	-48	11	4
Cc1ccccc1NC(=O)CCCC(=O)c1ccccc1
  1	-142	7	-3	-5	3	4	5
Cc1[nH]n(-c2ccccc2)c(=O)c1/C=N/NC(=O)c1ccc(O)cc1O
  -9	-83	-2	10	73*	-79	2	7
O=C(NCCC1=CCCCC1)C1CCN(C(=O)Cc2ccccc2)CC1
  1	-9	-3	-19	3	2	-5	-4
Cc1ccc(S(=O)(=O)NCC(=O)NCC(=O)N2CCN(c3ncccn3)CC2)cc1C
  -6	-14	2	-13	-10	0	-2	-7
Cc1ccc(S(=O)(=O)N(C)C[C@@H]2Oc3ccc(NS(C)(=O)=O)cc3CC(=O)N([C@H](C)CO)C[C@@H]2C)cc1
  -9	14	-7	4	4	-3	-6	-3
Cc1ccc(C)c(N2CCN(S(=O)(=O)c3c(C)[nH]c(C)c3C(=O)N3CCCCC3)CC2)c1
  4	14	-4	-11	12	1	3	15
Cc1cc(C)c[n+](CC(=O)c2c(C)cc(C)c([N+](=O)[O-])c2C)c1
  -9	14	7	3	-12	2	0	-15
O=C1CSC(=S)N1
  1	2	1	-7	-6	-1	1	7
CCCCNCCCOc1cccc(Cl)c1Cl
  -6	20	-8	-17	-2	-1	-10	-53
CCCC(=O)Nc1ccc(N2CCCCC2)cc1
  -4	2	-6	4	-2	-1	5	-6
O=C(OCCN1C(=O)c2cccc3c(N4CCOCC4)ccc(c23)C1=O)c1ccccc1Cl
  0	-159	nt	2	nt	-27	nt	nt
Cc1ccc(OCc2cc(C(=O)N3CCC(C(O)C(C)C)CC3)no2)cc1C (stereo unspecified)
  -1	15	5	2	13	-1	2	9
Cc1ccc(/C=c2\sc3nc(-c4ccco4)nn3c2=O)o1
  20	1	-16	3	11	-8	7	-60
CCOC(=O)c1ccc(NC(=O)CSc2nnc(NC(=O)c3ccc(S(=O)(=O)N4CCOCC4)cc3)s2)cc1
  -5	-18	-4	-55	3	0	4	5
COc1ccc(C(=O)O)cc1S(=O)(=O)Nc1ccccc1Cc1ccccc1
  -6	7	3	-12	-5	-1	-4	-29
CCC(O)(c1ccc(OC)cc1)C(CN1CCOCC1)c1ccccc1 (stereo unspecified)
  -7	10	-1	13	9	1	3	-27
Cc1cc(C)cc(OCC(=O)Nc2cccc(S(=O)(=O)NC3=NCCC3)c2)c1
  -2	6	-7	-13	14	1	-9	1
CCC1CCCCN1C(=O)c1ccc(OC2CCN(C(=O)CCOC)CC2)cc1 (stereo unspecified)
  -2	4	10	0	1	1	-2	-4
CCCC(=O)Nc1nnc(-c2ccc3c(c2)OCCO3)o1
  -2	15	-5	-7	-5	2	10	7
CCc1cccc(Nc2cnn(C34C[C@@H]5C[C@@H](CC(CC(=O)O)(C5)C3)C4)c(=O)c2Cl)c1
  -5	20	1	-17	3	1	-6	-1
Cc1ccc(OC(C)C(=O)N(C)c2ccccc2)c([N+](=O)[O-])n1 (stereo unspecified)
  -1	-1	1	4	-4	0	6	-11
CCCCCN=CC1=C(O)CC(c2ccccc2)CC1=O (stereo unspecified)
  -13	9	7	-4	5	0	0	-1
O=C(NCc1cccnc1)c1cc([N+](=O)[O-])ccc1N1CCOCC1
  -7	21	1	-4	-13	1	3	-9
COC(=O)CN(c1cc(Cl)ccc1OC)S(=O)(=O)c1ccc(OC)c(OC)c1
  -10	9	-1	-3	4	4	4	-5
COCCCNC(=O)CN(c1cc(Cl)cc(Cl)c1)S(C)(=O)=O
  -9	14	1	-4	-20	0	5	3
CCOC(=O)CCCNC(=O)CCNC(=O)c1ccc(OCC(C)C)cc1
  -7	14	2	3	-12	0	-2	-3
C/C(=N/NC(=O)c1sc(NS(=O)(=O)c2ccccc2)nc1C)c1sc(N)nc1C
  -3	-51	5	-14	-3	-43	-4	-16
CCC(=O)NS(=O)(=O)c1ccc(N=NN2CCCCC2)cc1
  -14	16	-3	-5	-7	-1	-3	-13
Cn1c(=O)[nH]c(=O)c2c1nc(N/N=C/c1cccnc1)n2Cc1ccc(Cl)cc1
  -1	-148	-2	-8	4	2	2	-11
CC1=C(C#N)C(NC(=O)c2cccc(Cl)c2)(C(F)(F)F)C(=O)N1 (stereo unspecified)
  -6	8	-9	-1	-2	1	-5	-13
S=c1[nH]nc(Nc2cccc(Cl)c2)s1
  -6	13	-10	-9	3	5	-13	-13
CCCc1nc2oc3c(NCCN4CCOCC4)ncnc3c2c2c1CCCC2
  12	-2	-2	-11	9	-1	-1	4
CCOC(=O)CSc1[nH]c(=O)cc(C)c1C#N
  -4	10	2	-14	-1	-1	2	4
COc1ccc(C(=O)COC(=O)CNC(=O)c2cc(OC)cc(OC)c2)cc1
  -6	19	3	-11	-11	3	2	1
c1ccc(OCc2nn3c(Cn4cnc5ccccc54)nnc3s2)cc1
  3	4	3	48	-6	-4	3	-27
O=C(NCc1ccco1)C(c1ccccc1)N(C(=O)Cc1cccs1)c1ccccc1 (stereo unspecified)
  3	1	-10	-5	18	0	-5	-24
COc1ccc(/C=C/C(=O)Oc2cccc(/C=N/NC(=O)Cc3ccc(Br)cc3)c2)cc1
  -2	8	-5	-6	5	0	-8	17
OC1CCN(c2c3c(nc4cc(-c5cccc(F)c5)nn24)CCCC3)CC1
  11	-197	-106	11	14	-1	8	-6
COc1ccc(NC(=O)C2CC(=O)NC3=C2C(=O)CC(C)(C)C3)cc1 (stereo unspecified)
  -15	7	-5	-7	-14	0	0	-5
Cc1ccc2nc(Cn3cc(C(F)(F)F)cc(Cl)c3=O)cc(=O)n2c1
  0	-114	2	-13	-5	2	9	-12
COc1ccc(OC)c(S(=O)(=O)N2CCCC(C(=O)NCCN3CCOCC3)C2)c1 (stereo unspecified)
  -3	7	-2	3	1	3	-2	-16
COc1ccc(CCn2c(=N)c(S(=O)(=O)c3ccccc3)cc3c(=O)n4ccccc4nc32)cc1
  2	-117	2	-1	15	-24	-5	3
Nc1nnc2cc(Cl)ccc2n1
  2	13	nt	-8	nt	-4	nt	nt

Additional entries.
Each structure is followed by: HKDC1 inh	SENP8 block-1	SENP8 block-2	PfGluPho inh	Apaf-1 inh	SENP1 inh	SENP7 block	SENP6 block
Cc1cc(C)c2cc(CN(Cc3nnnn3C3CCCCC3)CC3CCCO3)c(=O)[nH]c2c1 (stereo unspecified)
  7	-77	-10	15	3	-5	-13	-21
O=C(O)c1ccc(NC(=O)c2cn(-c3ccccc3)nc2-c2cccc(Cl)c2)cc1
  -2	19	-4	17	1	1	-3	-10
COc1ccc(CCNC(=O)C2CC(=O)N(c3ccc(C)cc3)C2)cc1 (stereo unspecified)
  -2	12	-3	-15	-15	-1	-13	-9
CN(CC(=O)Nc1ccc(C(N)=O)cc1)CC(=O)Nc1ccccc1Br
  -6	16	-1	1	-3	2	-4	-6
COc1ccc(Cc2nnc(SCC(=O)Nc3ccccc3)[nH]c2=O)cc1
  -4	9	-4	-24	-2	2	-7	-16
CC(C)C[C@H]1CNC(=S)N1CC1CCN(CC2CCC(C(C)(C)C)CC2)CC1 (stereo partly specified)
  -3	17	nt	3	nt	-4	nt	nt
Cc1nnc(SCc2cc(=O)oc3cc(O)ccc23)n1Cc1ccccc1
  -10	-405	2	4	-3	-112	-2	5
Cc1nnc(SC(C(=O)Nc2ccc(Cl)c([N+](=O)[O-])c2)c2ccccc2)[nH]c1=O (stereo unspecified)
  1	27	2	-7	1	0	-4	10
O=C(COc1ccccc1)Nc1cc(NC(=O)COc2ccccc2)cc(C(=O)O)c1
  -2	8	-5	-21	-4	2	-4	13
CCOC(=O)c1c(C)[nH]c(C(=O)OCC(=O)Nc2sccc2C(N)=O)c1C
  -4	-17	-6	-2	8	-13	-6	-8
O=C(c1ccccc1)n1ccc(-c2cnc(-c3ccccc3)s2)n1
  -4	i	67*	-3	0	4	90*	57*
Cc1cccc(C(=O)NCc2nnc(SCC(=O)NC3CCCC3)n2C)c1
  4	0	-4	-29	0	3	-3	-4

4 records picked at random from the list so far, as already listed:
Each structure is followed by: HKDC1 inh	SENP8 block-1	SENP8 block-2	PfGluPho inh	Apaf-1 inh	SENP1 inh	SENP7 block	SENP6 block
Cc1cccc(C(=O)NCc2nnc(SCC(=O)NC3CCCC3)n2C)c1
  4	0	-4	-29	0	3	-3	-4
CC(C)C[C@H]1CNC(=S)N1CC1CCN(CC2CCC(C(C)(C)C)CC2)CC1 (stereo partly specified)
  -3	17	nt	3	nt	-4	nt	nt
O=C(COc1ccccc1)Nc1cc(NC(=O)COc2ccccc2)cc(C(=O)O)c1
  -2	8	-5	-21	-4	2	-4	13
COc1ccc(Cc2nnc(SCC(=O)Nc3ccccc3)[nH]c2=O)cc1
  -4	9	-4	-24	-2	2	-7	-16
